High-throughput results: PubChem, several laboratories
AI-2 QS mod: Vibrio harveyi AI-2 quorum sensing modulation. Vibrio harveyi JMH597 AI-2 luminescence/OD600 ratio, 9 h; active compounds read low; strain lacks LuxN and CqsS sensors; 0 = neutral-control median. activity change, % at 7.5 µM. 0.4% of 300,000 active. AID 2094; in the data active = activity change below about -75%, passing the limit was not always enough; inconclusive = no clear call, values can overlap the other calls;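 note: luminescence divided by OD600 gain over 9 h not by final OD600 alone; inactives centre near 13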
HSP90 refold inh: inhibitors of HSP90 luciferase refolding in rabbit reticulocyte lysate. 0.91% of 290,000 active. luciferase refolding luminescence, 3 h. inhibition, % at 5.6 µM;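 active = inhibition above the screen-wide mean plus 3 SD, computed separately per campaign, cut at about 16% in these data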;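 note: 0% = DMSO wells and 100% = 60 µM geldanamycin wells; inhibitors lower the luminescence because luciferase stays unfolded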
Platelet DG rel: modulates dense granule release in human platelets | human platelet-rich plasma, SFLLRN dense granule ATP release, luminescence | inhibition, %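 (compounds screened at 7.5 µM in platelet-rich plasma)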 | 0.22% of 300,000 active;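 active = mean replicate score, as percent of positive control, at or above 50; inconclusive = mean below 50 but at least one replicate at or above 50; inactive = mean and every replicate below 50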
HDAC3 inh: blocks human histone deacetylase 3. AID 2718. inhibition, % at 8.3 µM. 0.15% of 320,000 active. recombinant HDAC3, fluorogenic peptide/trypsin coupled, fluorescence; in the data active = inhibition above about 26%, passing the limit was not always enough; inconclusive = no clear call, values can overlap the other calls
Target sequence (O15379 whole entry, looked up): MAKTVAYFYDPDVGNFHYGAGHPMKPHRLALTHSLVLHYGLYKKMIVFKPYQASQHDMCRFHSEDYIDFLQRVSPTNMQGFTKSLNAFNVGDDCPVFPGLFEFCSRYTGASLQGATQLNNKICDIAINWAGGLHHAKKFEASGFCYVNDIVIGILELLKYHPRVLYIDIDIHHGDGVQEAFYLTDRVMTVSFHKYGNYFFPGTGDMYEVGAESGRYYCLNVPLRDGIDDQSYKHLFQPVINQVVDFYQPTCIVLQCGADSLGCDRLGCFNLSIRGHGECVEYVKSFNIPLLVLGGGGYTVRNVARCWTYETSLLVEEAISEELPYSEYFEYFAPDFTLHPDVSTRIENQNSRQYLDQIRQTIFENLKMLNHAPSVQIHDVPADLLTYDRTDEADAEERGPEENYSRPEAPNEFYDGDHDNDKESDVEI
HIF activator: HIF pathway transcriptional activation | U2OS HRE-luciferase reporter, luminescence; normalized: DMSO 0%, desferrioxamine 100% | activation, % at 7.5 µM (by protocol) | 0.32% of 300,000 active | AID 1910;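 active = mean activation of at least 10% of the iron chelator positive control signal, with at least half of replicates also reaching 10%; inconclusive = mean and replicate majority disagree about reaching 10%; inactive = mean and most replicates under 10%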
HSF-1 act: increases HSF-1 driven luciferase reporter signal; NIH3T3-HGL HSF-1 luciferase reporter, MG132, 8 h; 100% = twice DMSO control signal; activation, % at 9 µM; 1.7% of 300,000 active; AID 504408;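 active = mean replicate activation of at least 50% with a set share of replicates each reaching 50%; inconclusive = only one of those two conditions met; inactive = mean below 50% and too few replicates reaching it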;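 note: 0% = median of the neutral control wells and 100% = twice that signal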
HSF1 inhib: HSF1 inhibition | AID 2098 | activity change, negative = inhibition, % at 7.5 µM (by protocol) | NIH3T3-HGL HSE-luciferase, MG132-induced, luminescence 8 h; active compounds read low | 0.77% of 300,000 active;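 active = more than half of replicate wells show activity change below -50%, luminescence cut by over half; inconclusive = some wells, but at most half, below -50%; inactive = no replicate well below -50%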;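 note: luciferase reports HSF-1 transcriptional activity via heat shock element; 0% = median of DMSO wells and -100% = zero luminescence signal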
KLF5 inhibitor: suppresses KLF5 promoter-driven expression; AID 1700; DLD-1 KLF5 promoter-luciferase reporter, luminescence; 0.23% of 290,000 active; inhibition, % at 5 µM;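 active = inhibition above a per-plate limit of that plate's mean compound inhibition plus 3 SD, cut at about 60% in these data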;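 note: 0% = DMSO wells and 100% = LY294002 at 200 µM; higher means less KLF5 promoter-driven luciferase light; inactives centre near -14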
IEC-6 cytotox: counter-screen for KLF5 inhibitors: cytotoxicity in IEC-6 cells; 0.78% of 290,000 active; inhibition, % at 5 µM; AID 1825; IEC-6 cytotoxicity, luminescence viability; in the data active = inhibition above about 22%;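 note: 0% = plate median of test compound wells and 100% = cytotoxic reference compound wells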
aSyn 5UTR inh: 5' untranslated region of α-synuclein, MLPCN primary screen. alpha-synuclein 5'UTR reporter, inhibitor activity. 0.82% of 300,000 active. inhibition, % (tested at 7.5 µM); in the data active = inhibition above about 60%; inconclusive = no clear call, values can overlap the other calls;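 note: H4 neuroglioblastoma cells stably carrying SNCA 5'UTR luciferase fusion; 0% = DMSO wells and 100% = positive control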
Active calls of the source: *; ? = inconclusive; . = not tested or not shown.

SMILES	AI-2 QS mod	HSP90 refold inh	Platelet DG rel	HDAC3 inh	HIF activator	HSF-1 act	HSF1 inhib	KLF5 inhibitor	IEC-6 cytotox	aSyn 5UTR inh
CCC(C)c1ccccc1OCCCNC1CCCC1 (stereo unspecified)	-6	4	-16	4	2.7	27	12	-29	1	0
NC(=O)CN1CCOCCOCCN(CC(N)=O)CCOCC1	8	1	-4	0	-0.2	-1	-1	-17	1	-4
CC(C)N(Cc1cc2ccccc2[nH]c1=O)C(=O)c1cccnc1	18	1	-3	2	0.1	-2	1	4	0	-3
O=c1c(OC2OC(CO)C(O)C(O)C2O)c(-c2ccc(O)c(O)c2)oc2cc(O)cc(O)c12 (stereo unspecified)	15	3	-1	1	0.7	-12	-3	10	3	14
Cc1ccc(Nc2nc3ccccc3n3cnnc23)cc1C	12	-2	-1	2	0.9	19	0	-97	7	-27
COc1ccc(/C=C/c2nnc(NC(=O)C(C)C)s2)cc1	8	-3	9	0	0.2	7	-2	-19	-3	-29
O=C(c1cc(-c2ccccc2)on1)N1CCN(Cc2ccc3c(c2)OCO3)CC1	12	-1	-3	.	0.0	-5	-4	-27	-5	3
FC(F)(F)c1cccc(NC(=S)NC2CCCC2)c1	11	1	-5	0	0.9	29	10	-12	-3	-21
O=C(CCc1ccccc1)NCCS(=O)(=O)N1CCN(c2ccccc2)CC1	12	.	-12	-2	0.4	4	1	.	.	-10
CS(=O)(=O)N1N=C(c2ccco2)CC1c1ccc(Cl)cc1 (stereo unspecified)	17	2	-3	3	0.5	32	4	-6	0	-52
COc1cccc(NC(=O)Cn2c(=O)n(-c3cc(OC)c(OC)c(OC)c3)c(=O)c3ccccc32)c1	22	0	-2	-3	0.0	-7	-6	-17	-11	13
CC(C)(C#N)N([O-])C=C[N+](=O)C(C)(C)C#N	14	-4	-1	0	0.3	-6	-3	-11	2	8
O=C(COc1ccccc1)N/N=C/c1sc(=O)n(Cc2cccc(C(=O)O)c2)c1Cl	21	4	-2	16	0.1	-46	-28	6	9	1
COc1ccc(Br)cc1C(=O)Nc1nnn(C)n1	-5	1	8	-4	0.4	-22	-5	-1	0	-5
CCOC(=O)C1C(=O)OC(C)(C)C1C(C)C(=O)c1ccccc1 (stereo unspecified)	5	6	15	7	-0.7	6	-11	-20	-1	0
COc1cc(NC(=O)N[C@@H](Cc2ccccc2)C(=O)O)cc(OC)c1	11	0	-4	-2	0.0	0	-5	-17	-9	-4
COC(=O)c1cnc(Nc2cccc(C(F)(F)F)c2)c([N+](=O)[O-])c1	33	2	7	2	0.0	-6	-2	-20	7	0
Cc1cccc(N2CCN(C(=O)C3CCC(=O)N(Cc4ccccc4F)C3)CC2)c1C (stereo unspecified)	4	4	-2	-3	-0.7	19	5	-32	0	-3
O=C(NCCN1CCOCC1)c1ccc2c(c1)N(Cc1ccc(F)cc1)C(=O)CS2	19	0	-14	-7	-0.1	-5	-4	-7	3	15
CC1CCCN(C(=O)c2ccc(S(=O)(=O)N3CCC(c4nc5ccccc5s4)CC3)cc2)C1 (stereo unspecified)	19	1	-4	5	0.1	-17	-3	-2	-3	-14
C[C@H]1CN(C2CCCCC2)C(=O)[C@@H]1CC(=O)NCc1ccccc1	6	-9	-3	-8	0.1	12	0	-13	-5	2
O=C(NCCCNC(=O)c1c(Cl)cccc1Cl)c1c(Cl)cccc1Cl	26	.	4	-3	0.3	33	1	.	.	1
COC(=O)C1=C(C(=O)c2ccccc2)C(c2cccs2)n2nnnc2N1 (stereo unspecified)	15	-4	-1	1	-0.1	-9	4	-1	-4	13
Cc1cc(OC(C)C(=O)NCc2ccccn2)c2c(C)c(Cc3ccccc3)c(=O)oc2c1 (stereo unspecified)	.	-1	0	-5	-0.2	3	-1	-8	-1	-8
CC(C)Oc1cccc(C(=O)C2CCCN(Cc3cnn(C(C)C)c3)C2)c1 (stereo unspecified)	4	1	6	-8	0.0	8	-5	-14	8	10
CC1(C)C(=O)OC(c2ccc([N+](=O)[O-])cc2)C(C)(C)C1=O (stereo unspecified)	7	-4	1	1	-3.5	-6	-10	-53	-8	14
O=C1CCN(S(=O)(=O)c2ccccc2)CCN1CCOCc1ccccc1	8	.	-4	?	0.4	26	1	.	.	3
CCOC(=O)C1CCN(Cc2ccc(OCc3ccccc3)cc2)CC1	18	0	-8	4	1.6	6	8	-21	5	-32
CCOc1ccc(N=c2cc(-c3ccc(OC)cc3)oc3ccccc23)cc1	15	-2	3	-1	1.1	-41	-32	-28	1	1
CC(C)NC(=O)C1CCCN(c2nnc(-n3cccc3)s2)C1 (stereo unspecified)	13	0	-1	4	-0.1	-11	-1	-78	-2	12
NS(=O)(=O)c1ccc(NC(=O)COC(=O)COc2ccc3ccccc3c2)cc1	-13	4	-9	2	-0.9	3	2	-9	2	5
O=C1CCCC2=C1C(c1ccncc1)Nc1ccccc1N2 (stereo unspecified)	-1	2	14	9	-0.4	-1	-3	-21	-1	-6
CC(=O)Oc1ccc(N2C(=O)[C@@H]3[C@H](C2=O)[C@H]2c4ccccc4C=NN2[C@@H]3C(C)=O)cc1	-4	1	29	-4	-0.1	-3	0	-20	0	6
CCOP(=O)(OCC)/C(=N/OC(=O)c1ccc(Cl)cc1Cl)C(N)=O	9	-3	3	-3	-0.4	20	0	-7	-8	-15
Cc1cc(N2CC(C)OC(C)C2)n2cc(-c3ccccc3)nc2n1 (stereo unspecified)	-9	3	12	-8	-0.2	31	4	-10	5	11
CCOC(=O)c1cc(NC(=O)N(C(C)C)C2CCCCC2)c(C)nc1C	29	-5	3	18	-1.2	3	1	-21	-6	12
COc1cccc(C(=O)Nc2cc(OC)ccc2NC(=O)c2ccco2)c1	10	-2	-13	-1	0.4	19	-2	-23	0	-8
O=C(CSc1ccc([N+](=O)[O-])cn1)Nc1ccc2c(c1)OCCO2	6	-1	-1	15	-0.5	4	5	-4	-7	-18
CC(=O)c1ccc(OCC(O)CN2CCc3ccccc3C2)cc1 (stereo unspecified)	6	-1	-6	4	-0.3	7	11	-4	1	3
O=C(O)c1ccc(N/N=C/c2ccncc2)cc1	15	6	10	?	1.3	7	5	-55	-3	-61
c1ccc(-c2noc(-c3ccno3)n2)nc1	7	-2	1	-5	0.9	-3	5	-9	-8	-22
O=C(NNC(=O)c1ccc([N+](=O)[O-])cc1Cl)c1ccncc1	45	-3	18	-2	0.6	9	5	3	-9	-20
COc1ccc(OCCOC(=O)Nc2ccccc2)cc1	-11	0	0	-1	-0.1	0	0	-15	1	3
CCN(CC)C(=O)C(=O)N/N=C/c1cccc(Br)c1	10	4	-1	0	-0.4	0	-5	-19	2	-4
Clc1ccc(-c2ncc3ccccn23)cc1	14	-1	-2	2	0.6	63*	38	-87	1	-104
CCn1cc(C2Nc3ccccc3C(=O)N2O)c(C)n1 (stereo unspecified)	1	5	2	-14	1.0	9	8	-26	3	-40
CC(=O)Nc1cccc(OCCCNC(=O)c2ccc(C(C)(C)C)cc2)c1	-35	-1	-14	6	1.4	16	12	-28	10	-72
CCC(C)[C@H](NC(=O)OC(C)(C)C)C(=O)N/N=C/C1=Cc2ccccc2OC1 (stereo partly specified)	21	-3	2	3	0.2	1	-2	-51	4	-26
O=C(c1cnn2c(C(F)(F)F)cc(-c3ccccc3)nc12)N1CCCCC1c1cccnc1 (stereo unspecified)	-1	3	-21	-9	0.1	25	4	-14	-5	42
O=C1/C(=C/c2cccc(F)c2)SC(=S)N1NS(=O)(=O)c1ccccc1	31	3	4	7	-0.4	13	8	-12	-1	14
COc1ccc(OC)c(S(=O)(=O)Nc2cc(C)on2)c1	23	2	-3	-9	0.1	22	4	-17	7	21
Cc1cc(NS(=O)(=O)c2ccc(NC(=O)CN3C(=O)c4ccccc4C3=O)cc2)nc(C)n1	19	2	-5	1	-0.4	-6	-3	-18	1	-22
COc1ccc(NC(=O)Nc2ccccc2SC)cc1	17	3	26	5	0.8	28	10	-63	-8	-113
Cc1ccnc(NC(=O)c2cc3cc(F)ccc3s2)c1	28	11	9	-3	0.8	72*	32	-98	-2	-37
Cc1cc(-c2ccc([N+](=O)[O-])cc2)nc2ccccc12	13	3	3	3	2.0	12	15	-2	13	-37
CCn1nc(C)c(/C=N/NC(=O)Cn2nnc(N)n2)c1C	17	3	7	-3	-0.1	-10	1	-29	-2	-6
CCCCOc1ccc(C(=O)OCC(=O)N2CCOCC2)cc1	26	-3	5	-3	-0.9	-3	-4	1	-2	-1
O=C1C2C(C(=O)N1/N=C/c1cccc([N+](=O)[O-])c1)C1C=CC2C12CC2 (stereo unspecified)	13	-1	1	4	1.8	4	-4	-2	-5	-153
CCc1nnc(NS(=O)(=O)c2ccc(NC(=O)/C=C/c3ccc(OC)cc3OC)cc2)s1	16	-1	19	-2	-0.8	0	-13	-4	4	22
CNC(=O)COc1coc(CN2CCN(c3ccccc3F)CC2)cc1=O	20	0	5	2	0.9	-11	-2	-26	-2	0

Molecules shown so far with a furan ring, fused or not (2):
SMILES	AI-2 QS mod	HSP90 refold inh	Platelet DG rel	HDAC3 inh	HIF activator	HSF-1 act	HSF1 inhib	KLF5 inhibitor	IEC-6 cytotox	aSyn 5UTR inh
CS(=O)(=O)N1N=C(c2ccco2)CC1c1ccc(Cl)cc1 (stereo unspecified)	17	2	-3	3	0.5	32	4	-6	0	-52
COc1cccc(C(=O)Nc2cc(OC)ccc2NC(=O)c2ccco2)c1	10	-2	-13	-1	0.4	19	-2	-23	0	-8

Carrying on:
SMILES	AI-2 QS mod	HSP90 refold inh	Platelet DG rel	HDAC3 inh	HIF activator	HSF-1 act	HSF1 inhib	KLF5 inhibitor	IEC-6 cytotox	aSyn 5UTR inh
COc1ccccc1NC(=O)CSc1nnc(C)o1	6	-2	-1	5	-0.1	-3	-3	-17	0	9
Fc1ccccc1-c1nnc2c3ccccc3nc(N3CCOCC3)n12	8	2	-6	0	-0.3	-2	-2	-10	-1	-15
CCOc1cccc(-c2c(C(=O)N/N=C(\C)c3ccncc3)nnn2-c2nonc2N)c1	20	-1	9	-4	-0.4	0	-5	-25	-2	25
Cc1ccc(S(=O)(=O)N(C)C)cc1NC(=O)COC(=O)CNC(=O)c1cccs1	18	.	-10	-3	-0.2	14	0	.	.	-3
Cc1cc(/C=C(/C#N)c2nc3ccccc3[nH]2)c(C)n1-c1cc(C(=O)O)cc(C(=O)O)c1	10	-1	-6	.	-1.4	16	5	22	-18	-17
Nc1cc(C(=O)OCC(=O)NCCNC(=O)COC(=O)c2ccc(Cl)c(N)c2)ccc1Cl	20	-6	-39	7	-0.6	4	-2	-41	-2	15
CCn1c(SCC(=O)NC2CC2)nnc1-c1csc(C)c1	7	0	10	-2	-0.1	33	5	-8	6	-1
Clc1ccc(-n2cccc2/C=N/n2cnnc2)cc1	-23	10	-4	-5	-0.5	2	-4	-16	1	9
Cc1cc(C)cc(NC(=S)N(C)C)c1	28	4	-1	0	-0.5	-3	-4	-13	-4	6
Cn1c(CCNC(=O)C2CCCCC2)nc2cc(NC(=O)c3cccs3)ccc21	7	4	6	.	0.2	1	-10	-39	-4	-44
O=C(O)/C=C\C(=O)Nc1ccc(N2CCN(c3cccc(Cl)c3)CC2)cc1	18	3	-8	1	0.2	-3	-7	12	3	9
O=C(NC1CCCc2c1cnn2-c1ccccc1F)c1ccccc1N1CCOCC1 (stereo unspecified)	18	-3	5	1	0.1	6	0	-29	-1	14

Compounds as they come; any-hit rate near 5%.
